Assay outcomes (PubChem)
Mot1-301 SUMO – inhibitors of SUMOylation pathway: yeast Mot1-301 growth rescue; S. cerevisiae Mot1-301 growth rescue, ATP luminescence, 38.5C; percent above DMSO median, 100 means doubled; growth rescue, % at 18.8 µM; 320,000 tested, 1% active;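 active = every valid replicate shows activation above 250% relative to neutral control wells; inactive = the rest, any valid replicate at or below 250%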;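 also: OY570 slx delta 5 strain wells were the positive control but not used for scaling; some compounds called inactive have numbers as strong as hits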
E coli growth – counter-screen for AddAB inhibitors: E. coli growth inhibition; E. coli V3065 growth, OD600 absorbance, 18 h; 330,000 tested, 0.27% active; inhibition, % at 11.9 µM;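 active = inhibition above the campaign's mean inhibition across all tested compounds plus 3 SD, cut at about 9.9% in these data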;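 also: uninfected addAB+ strain grown without phage in ampicillin broth; 0% = DMSO wells and 100% = ciprofloxacin 0.95 µg/ml wells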
CDK5 p35 inh – inhibitors of human CDK5/p35 kinase; Recombinant CDK5/p35, ADP-Glo luminescence, 60 min; inhibition, % at 10 µM; 330,000 tested, 0.01% active;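 active = highest replicate inhibition of at least 50% and at least 75% of replicates reaching 50%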;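 also: plate controls were DMSO neutral control for no effect and GW8510 at 10 µM for full effect; many of its hits are not listed in these tables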
Target sequence (Q00535 whole entry, looked up): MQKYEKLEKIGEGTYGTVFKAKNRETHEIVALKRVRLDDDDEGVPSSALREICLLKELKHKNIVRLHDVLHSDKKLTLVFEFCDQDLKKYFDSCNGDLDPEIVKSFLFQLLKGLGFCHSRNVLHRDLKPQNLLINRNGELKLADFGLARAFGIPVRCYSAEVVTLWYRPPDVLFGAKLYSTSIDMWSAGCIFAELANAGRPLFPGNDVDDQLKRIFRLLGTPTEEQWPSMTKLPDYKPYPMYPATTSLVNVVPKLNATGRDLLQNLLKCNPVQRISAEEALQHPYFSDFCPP
Target sequence (Q15078 whole entry, looked up): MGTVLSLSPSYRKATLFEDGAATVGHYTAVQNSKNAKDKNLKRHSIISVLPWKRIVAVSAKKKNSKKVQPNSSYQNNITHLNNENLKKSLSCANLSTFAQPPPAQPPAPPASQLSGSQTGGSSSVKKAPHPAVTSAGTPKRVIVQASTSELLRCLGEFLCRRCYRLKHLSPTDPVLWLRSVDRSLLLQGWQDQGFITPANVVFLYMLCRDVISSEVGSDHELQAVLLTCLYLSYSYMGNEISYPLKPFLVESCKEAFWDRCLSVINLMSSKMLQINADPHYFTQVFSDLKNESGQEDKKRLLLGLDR
PKA-R1A act – PKA-R1A complex activation; P00514+P68181; 340,000 tested, 0.083% active; activation, % at 11.4 µM; PKA-R1A dissociation, Cy5-IP20 fluorescence polarization; scaled: DMSO 0%, 113 µM cGMP 100%;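 active = percent activation above the mean of all tested compounds plus 3 SD, cut at about 19% in these data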;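 also: higher means more PKAc released from R1A so a rise in polarization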
phage Ecoli inh – E. coli growth loss with phage present. growth absorbance. inhibition, % at 11.9 µM. 360,000 tested, 0.26% active; in the data active = inhibition above about 11%
Tat export inh – inhibitors of E. coli Tat protein transport; E. coli MC4100 TorA-mCherry Tat export, fluorescence; inhibition, % at 10 µM; 340,000 tested, 0.036% active; AID 488895;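 active = mean replicate inhibition at least 50% and at least half of replicates individually reaching 50%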;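 also: exported cargo escapes ClpAP degradation while cytoplasmic cargo is degraded and loses fluorescence; 0% = median of neutral control wells and 100% = median of NaSCN control wells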
HTR5A ag – HTR5A agonism, opioid heterodimer counter-screen; P47898; HTR5A agonist assay, luminescence, cell-based; activation, % at 9.3 µM; 340,000 tested, 0.61% active; in the data active = activation mostly above about 9.5%, no sharp cut-off; inactive = mostly below about 7.6%;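 also: 0% = cells with vehicle only and 100% = reference agonist; strong numbers were not always called active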
Target sequence (P47898 whole entry, looked up): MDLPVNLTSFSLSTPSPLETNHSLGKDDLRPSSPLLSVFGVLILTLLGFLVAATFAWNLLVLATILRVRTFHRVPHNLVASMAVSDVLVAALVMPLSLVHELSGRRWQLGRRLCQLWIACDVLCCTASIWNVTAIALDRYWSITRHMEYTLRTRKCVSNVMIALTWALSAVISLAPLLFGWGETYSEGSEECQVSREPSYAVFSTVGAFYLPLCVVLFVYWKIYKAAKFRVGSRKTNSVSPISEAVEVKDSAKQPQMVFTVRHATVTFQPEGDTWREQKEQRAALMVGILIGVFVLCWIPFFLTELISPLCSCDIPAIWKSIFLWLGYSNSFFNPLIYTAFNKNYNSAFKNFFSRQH
HTR5A inv ctr – inverse agonist of human HTR5A in OPRM1-OPRD1 counter-screen | HTR5A cell line, luminescence, inverse agonism | inhibition, % at 9.3 µM | 340,000 tested, 0.083% active | AID 504634; in the data active = inhibition mostly above about 23%, no sharp cut-off; inactive = mostly below about 18%;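 also: 0% = cells with DMSO and 100% = no-cell wells with DMSO; some compounds called inactive have numbers as strong as hits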
PKA-R2B activ – activators of human PKA-R2B complex; P22694+P31323; PKA-R2B holoenzyme dissociation, Cy5-IP20 fluorescence polarization; R2B truncated from residue 108, S112A mutant; 0% DMSO only, 100% 113 µM cGMP; activation, % at 11.4 µM; 340,000 tested, 0.079% active;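 active = activation above a cutoff set at the mean over all compounds plus 3 SD, cut at about 18% in these data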;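 also: higher means more holoenzyme dissociation and a rise in polarization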
DAGLB inh – blocks human DAGLB lipase activity | inhibition, % at 5.17 µM | HEK293T DAGLB membrane lysate, EnzChek fluorogenic substrate | 340,000 tested, 0.059% active; in the data active = inhibition above about 34%;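 also: 0% = enzyme with vehicle and 100% = wells lacking enzyme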
AddAB inh – less growth of phage-infected E. coli with AddAB | 330,000 tested, 0.29% active | inhibition, % at 11.9 µM | AID 435030 | E. coli expressing H. pylori AddAB, absorbance growth; in the data active = inhibition above about 12%;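 also: 0% = vehicle wells of infected cells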
Active calls of the source: *; . = not tested or not shown. Not a hit list. Share with any hit: about 2.3%.

Values in the order: Mot1-301 SUMO	E coli growth	CDK5 p35 inh	PKA-R1A act	phage Ecoli inh	Tat export inh	HTR5A ag	HTR5A inv ctr	PKA-R2B activ	DAGLB inh	AddAB inh
#1 Cc1cccc(NC(=O)CCNS(=O)(=O)c2cccc3nsnc23)c1C
  -3.7	3.3	-0.5	-1.6	2.8	-13.3	0.8	-5.2	10.7	-4.7	3.2
#2 CCOc1cc(CN2CCN(c3ccc(C(C)=O)cc3)CC2)ccc1OC
  831.8	-1.5	0.7	7.6	2.0	1.7	5.1	-46.7	7.0	0.1	-1.4
#3 CCOc1ccc(OCC)c(S(=O)(=O)N2CCC(C)CC2)c1
  3.2	1.5	0.7	3.1	-0.7	-0.5	2.0	4.6	4.1	-3.5	1.9
#4 Cc1ccc(NC(=O)c2cccc3c2C(=O)N(C2CCCCC2)C3)c(C)c1
  0.9	3.0	-0.5	-8.5	.	-4.4	1.1	-13.5	-1.6	-2.2	1.6
#5 C=CCn1c(SCC(=O)Nc2nnc(CC)s2)nnc1-c1ccco1
  268.3	-0.8	1.0	10.6	1.9	15.1	-0.4	1.4	-6.2	-1.2	2.4
#6 O=C(CNC(=O)c1ccc(Br)o1)NCc1ccc(Cl)cc1
  -2.3	0.7	0.1	-1.6	1.3	-0.4	7.5	11.1	17.9	0.2	0.3
#7 O=C(Nc1ccccc1)O/N=C/c1ccncc1
  -1.0	-0.5	10.2	-12.8	2.4	-1.7	0.8	-2.4	1.1	0.7	2.0
#8 O=C(NC(=S)Nc1nc(-c2ccccc2)cs1)c1cncc(Br)c1
  -1.5	-0.2	-0.2	-8.8	-1.2	-1.1	-4.8	12.4	-10.8	-2.4	-0.9
#9 COC(=O)CSc1nc(N2CCOCC2)c2c(c1C#N)CCCC2
  405.0	2.8	1.2	-2.3	-0.1	-10.3	-3.7	6.6	-5.7	-3.0	0.9
#10 COc1ccc(Nc2nc3ccccc3n3cnnc23)cc1Cl
  4.7	-2.5	-2.9	-16.2	0.9	-0.5	-1.5	5.4	-4.1	2.0	-0.7
#11 COC(C[C@@H](O)C[C@@H](O)[C@H](C)OCc1ccccc1)OC
  -13.3	-1.9	-0.8	-0.3	1.4	4.4	-1.4	5.4	-2.2	0.1	1.6
#12 Cc1ccccc1Nc1nnc(SCC(=O)N(C)C2CCS(=O)(=O)C2)s1 (stereo not given)
  418.2	-1.4	0.8	9.6	4.4	1.7	2.5	19.7	-6.0	-0.5	0.3
#13 COc1ccc2oc(C(=O)c3ccccc3)c(NC(=O)CN3CCN(C)CC3)c2c1
  729.4	-1.8	-0.9	-0.7	1.9	-3.4	1.0	7.0	1.6	1.6	-0.2
#14 FC(F)(F)c1ccccc1C1=CC(c2ccccc2)n2ncnc2N1 (stereo not given)
  -3.3	-0.4	0.5	6.2	0.7	4.0	3.1	-7.9	2.9	1.6	-0.9
#15 CCOC(=O)Nc1ccc2c(c1)N(C(=O)N(CC)CC)c1ccccc1CC2
  -4.1	0.3	-0.3	7.7	1.8	3.7	-6.9	2.7	2.5	1.9	2.8

The final two compounds of the part above lead into the next.
Values in the order: Mot1-301 SUMO	E coli growth	CDK5 p35 inh	PKA-R1A act	phage Ecoli inh	Tat export inh	HTR5A ag	HTR5A inv ctr	PKA-R2B activ	DAGLB inh	AddAB inh
#14 FC(F)(F)c1ccccc1C1=CC(c2ccccc2)n2ncnc2N1 (stereo not given)
  -3.3	-0.4	0.5	6.2	0.7	4.0	3.1	-7.9	2.9	1.6	-0.9
#15 CCOC(=O)Nc1ccc2c(c1)N(C(=O)N(CC)CC)c1ccccc1CC2
  -4.1	0.3	-0.3	7.7	1.8	3.7	-6.9	2.7	2.5	1.9	2.8
#16 CCOc1ccccc1OCC(=O)Nc1ccc(S(=O)(=O)N(C)C)cc1
  3.0	2.7	0.6	2.4	1.5	10.7	-2.2	-9.1	9.3	-1.8	5.1
#17 CCc1cccc2c(C(=O)C(NCCOC)c3ccccc3)c[nH]c12 (stereo not given)
  9.4	2.8	0.4	5.4	-0.5	-4.6	3.2	-6.5	5.0	-2.3	1.4
#18 CN(C(=O)CSc1nnnn1-c1ccc(O)cc1)C1CCCCC1
  6.6	0.1	-1.8	-7.1	3.2	3.2	4.5	14.7	-6.8	-4.6	3.5
#19 CCOC(=O)CNC(c1ccccc1)c1cc(Br)ccc1NC(C)=O (stereo not given)
  20.8	3.2	-4.1	-11.2	2.6	-12.2	0.4	-1.1	-3.6	-3.5	4.1
#20 COc1ccc(C2C3=C(CCCC3=O)Nc3nc(C(F)(F)F)nn32)cc1OC (stereo not given)
  -1.3	1.0	0.8	-7.4	2.5	-4.5	-5.5	-5.0	-9.0	0.3	2.8
#21 Nc1c(Cl)cc(-c2csc(N3CCCC3c3nc4cc(Cl)c(Cl)cc4n3CCOCCO)n2)cc1Cl (stereo not given)
  5.3	-3.1	-0.6	-3.2	-1.4	6.2	13.6	-39.8	-6.8	-0.1	1.6
#22 Cc1ccc(CSc2nc3[nH]ncc3c(=O)[nH]2)cc1
  -4.9	-1.3	-0.5	-4.0	4.8	-1.2	0.1	-18.0	5.8	-3.3	1.1
#23 Cc1csc(Sc2ccc(C(=O)OCC(=O)Nc3ccc(OC(F)(F)F)cc3)cc2[N+](=O)[O-])n1
  -6.2	1.5	-0.6	-6.2	4.0	-1.8	-2.8	9.8	-9.2	-2.6	0.8
#24 COc1ccccc1-c1sc2ccccc2c1C#Cc1ccc(N(C)C)cc1
  -27.7	0.3	0.7	-1.7	1.7	-25.7	3.7	1.4	-5.9	-6.8	-0.6
#25 Cc1ccc(NC(=O)COC(=O)Cc2ccc(Br)cc2)cc1S(=O)(=O)N1CCOCC1
  4.3	-1.3	-0.4	-1.1	0.4	2.7	1.6	-5.9	0.7	-3.9	-3.0
#26 NC(=O)CSc1nc2c(sc3ccccc32)c(=O)n1CCCN1CCOCC1
  277.5	-3.3	-1.5	-9.1	4.0	-2.7	3.1	-7.5	-0.2	1.1	-0.9
#27 Cc1ccc(NC(=O)C2CCCN2C(=O)NC2CCCCC2)cc1C (stereo not given)
  -1.7	1.3	0.3	-2.7	1.3	-3.3	-0.5	1.4	0.2	0.1	4.5
#28 Cc1noc(NS(=O)(=O)c2ccc(NC(=O)c3ccc(Br)o3)cc2)c1C
  -3.1	-2.9	-0.1	-2.1	3.0	-5.4	-2.1	3.6	-8.8	5.0	-0.5
#29 CCCCCCCCSc1nnc(CSc2nc3nc(C)cc(C)n3n2)o1
  6.7	0.2	-1.7	6.6	1.0	0.4	5.7	-9.4	5.0	1.8	0.8
#30 CCCCNC(=O)CC(C(=O)N1CCc2ccccc21)n1ccnc1 (stereo not given)
  -6.4	0.8	1.4	-4.2	2.9	-0.5	4.8	-18.7	3.5	-0.9	-1.1
#31 CC(Sc1n[nH]c(=O)n1Cc1ccccc1)C(=O)NC1CCCCC1C (stereo not given)
  8.0	-2.2	1.7	-3.5	0.1	-4.4	-1.2	-10.8	2.4	1.1	0.3
#32 O=C(NC1CCCC1)c1cc(-c2cccs2)on1
  1.0	2.7	1.5	-5.9	3.1	-5.2	3.3	-22.1	3.5	1.7	1.9
#33 COC(=O)c1c(C)[nH]c(C)c1-c1ccc(C)cc1
  -1.7	-0.8	1.8	0.6	1.9	7.4	-3.5	-6.2	11.3	-1.0	-0.8
#34 CCOC(=O)N1CCN(C(=O)CSC2=NS(=O)(=O)c3ccccc3N2)CC1
  -6.9	0.8	1.5	-3.8	-1.0	3.6	5.3	3.2	-0.7	0.5	1.9
#35 Cc1c(NC(=O)CN2CCN(c3cccc(Cl)c3)CC2)c(=O)n(-c2ccccc2)n1C
  9.1	-1.1	1.4	5.6	2.5	0.9	-2.4	6.9	-8.5	0.7	1.4
#36 CC(C)Cc1nc(N2CCOCC2)c(C#N)c2c1CCC2
  468.7*	3.0	-1.0	-7.2	2.4	-0.7	4.7	-15.5	-13.3	-4.1	2.8
#37 COc1ccc(/C=C/C2=NNC(=O)CC2)cc1
  253.1	1.2	1.7	1.1	2.0	-11.0	-1.7	4.9	6.0	1.3	4.7
#38 Cc1cc(C)n(-c2ccc(C(=O)OCC(=O)Nc3ccc([N+](=O)[O-])cc3)cc2)n1
  -0.4	1.8	-1.7	2.1	1.2	-5.4	-0.3	9.1	-1.4	-1.2	1.8
#39 O=c1[nH]c(Cc2ccccc2)nc2scc(-c3ccccc3)c12
  -5.1	1.1	0.5	1.5	2.3	-3.6	7.3	-18.4	8.5	3.7	1.5
#40 COc1ccc(/C=C/C(=O)c2c(C)cc(C)[nH]c2=O)c2ccccc12
  -1.1	-0.2	0.3	2.5	2.5	1.6	9.4	6.4	4.7	-0.4	2.9
#41 Cc1cc(=O)oc2c3c(cc(OCC(=O)N[C@@H](C)C(=O)O)c12)OC(C)(C)CC3
  -1.8	.	0.5	-2.6	0.3	-9.2	-1.7	6.0	-11.2	-2.5	.
#42 CCOC(=O)CC1C(=O)NCCN1C(=O)COc1ccc(Br)cc1C (stereo not given)
  1.5	0.9	-3.3	-3.0	2.6	-5.5	5.9	-15.2	1.3	-1.0	4.4
#43 OC[C@H]1OC(O)C[C@@H](O)[C@@H]1O (stereo not given in full)
  -1.0	-0.5	1.3	7.1	3.5	-4.3	-3.9	1.6	6.3	0.2	-1.3
#44 Fc1cccc2sc(N3CCCCC3)nc12
  2.9	1.9	.	-8.5	1.6	-1.7	1.4	-0.5	-3.0	-2.7	2.8
#45 CN(CC1COc2ccccc2O1)C(=O)c1ccc(N(C)C)cc1 (stereo not given)
  2.7	2.4	-2.6	-0.6	2.5	-2.2	2.5	-6.9	10.0	-3.8	0.5
#46 O=C(c1cc2ccccc2o1)N1CCN=C1SCc1cccc(F)c1
  341.8	-0.1	-0.1	1.1	1.4	4.3	4.8	-14.4	-14.5	-3.2	3.1
#47 O=C(O)c1ccc(N2CC3CC(C2)c2cccc(=O)n2C3)c(NC(=S)Nc2ccc(Br)cc2)c1 (stereo not given)
  -8.7	0.6	0.3	-2.4	6.2	-7.2	4.7	-5.2	-7.2	0.0	5.4
#48 CC(=O)c1ccccc1Oc1nc(CN2CCOCC2)nc2scc(-c3cccs3)c12
  -14.0	-2.2	-4.3	-1.4	0.3	-3.0	5.8	-0.2	-1.6	-0.2	-0.5
#49 CC(C)C(C(=O)Nc1nccs1)N1C(=O)c2ccccc2C1=O (stereo not given)
  58.7	-1.8	1.9	-7.9	5.2	4.4	0.3	-0.8	-3.8	-3.6	0.0
#50 Cc1sc2nc(CN(Cc3cccs3)C(=O)NC3CCCCC3)[nH]c(=O)c2c1C
  263.6	-0.2	-0.2	-4.1	1.9	7.9	3.5	20.9	-4.2	0.5	1.8
#51 O=c1sc2ccccc2c(N2CCN(c3ccccc3)CC2)c1[N+](=O)[O-]
  -3.0	1.0	-3.8	10.5	0.4	2.3	-2.1	5.5	8.1	0.1	-1.3
#52 COC(=O)C1=C(C)N(Cc2ccccc2)C(=NCc2cc(OC)c(OC)c(OC)c2)N[C@H]1c1cccc(F)c1
  6.1	0.5	1.3	-2.2	.	5.2	1.2	21.9	-2.8	-1.7	0.8
#53 Cc1cc(Nc2ccccc2Cl)c2ccccc2n1
  -7.7	1.8	1.5	2.6	14.9*	-4.6	2.6	12.6	-8.6	-1.9	1.1
#54 Cc1ccc(-c2cc3nc(-c4ccccc4)cc(N4CCC5(CC4)OCCO5)n3n2)cc1
  11.7	-1.0	-0.9	-13.4	2.7	2.6	4.0	-13.0	2.2	-1.6	0.6
